BoNT F protease – inhibitors of Botulinum neurotoxin F light chain protease; Multiplex microsphere protease cleavage assay, flow cytometry; inhibition, % at 10 µM; hit rate 0.22% among 360,000; AID 588497; in the data active = inhibition above about 35%, passing the limit was not always enough; inconclusive = no clear call, values can overlap the other calls; also: plate controls were buffer without enzyme for full effect and enzyme alone for no effect
CCHFV vOTU inh – blocks the CCHF virus ovarian tumor domain protease | inhibition, % at 11.5 µM | CCHFV vOTU protease, Pep-AMC fluorescence | hit rate 0.55% among 370,000; also: 0% = vehicle wells with enzyme and 100% = no enzyme wells
Mtb FBA inh – inhibits M. tuberculosis FBA enzyme; P9WQA3; purified M. tuberculosis FBA, fluorescence read-out; inhibition, % at 1 µM; hit rate 2.3% among 360,000; AID 588726; in the data active = inhibition above about 27%;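 also: 0% = vehicle and 100% = reference inhibitor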
Target sequence (P9WQA3 whole entry, looked up): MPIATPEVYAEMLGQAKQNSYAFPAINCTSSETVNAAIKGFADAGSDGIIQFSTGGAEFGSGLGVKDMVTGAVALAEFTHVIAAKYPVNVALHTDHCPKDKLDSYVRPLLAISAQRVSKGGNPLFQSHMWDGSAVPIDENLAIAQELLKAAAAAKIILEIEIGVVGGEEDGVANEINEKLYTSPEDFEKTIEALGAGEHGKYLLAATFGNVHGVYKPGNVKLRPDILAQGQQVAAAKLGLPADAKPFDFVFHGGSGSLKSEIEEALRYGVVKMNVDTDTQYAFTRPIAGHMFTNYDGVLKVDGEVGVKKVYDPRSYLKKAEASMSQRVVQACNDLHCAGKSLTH
Mtb UGM inh – Mtb UDP-galactopyranose mutase inhibition; purified UGM, fluorescence polarization probe displacement; inhibition, % at 10 µM; hit rate 0.06% among 320,000; AID 504406; in the data active = inhibition above about 10%, passing the limit was not always enough; inconclusive = no clear call, values can overlap the other calls
Target sequence (P9WIQ1 whole entry, looked up): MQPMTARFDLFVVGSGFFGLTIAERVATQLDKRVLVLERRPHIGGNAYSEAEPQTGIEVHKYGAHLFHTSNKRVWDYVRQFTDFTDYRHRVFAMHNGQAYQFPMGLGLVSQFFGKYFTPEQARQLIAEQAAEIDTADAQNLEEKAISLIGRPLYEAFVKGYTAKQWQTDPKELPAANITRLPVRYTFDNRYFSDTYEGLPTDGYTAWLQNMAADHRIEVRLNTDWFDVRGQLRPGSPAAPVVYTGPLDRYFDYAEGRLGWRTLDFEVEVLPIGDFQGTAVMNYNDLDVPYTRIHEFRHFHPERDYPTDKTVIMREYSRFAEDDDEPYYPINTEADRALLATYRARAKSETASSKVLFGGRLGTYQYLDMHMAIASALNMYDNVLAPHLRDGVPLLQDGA
Rv3671c inh – inhibitors of M. tuberculosis serine protease Rv3671c | inhibition, % at 5.96 µM | hit rate 0.048% among 320,000 | AID 2606; in the data active = inhibition above about 38%;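 also: extracellular domain of Rv3671c used as enzyme; 0% = enzyme with DMSO and 100% = no enzyme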
DUSP3 inh – DUSP3 (human) phosphatase inhibition; recombinant VHR phosphatase, pNPP absorbance; inhibition, % at 13.3 µM; hit rate 0.52% among 290,000; AID 1654; in the data active = inhibition above about 50%; also: some compounds called inactive have numbers as strong as hits
Target sequence (P51452 whole entry, looked up): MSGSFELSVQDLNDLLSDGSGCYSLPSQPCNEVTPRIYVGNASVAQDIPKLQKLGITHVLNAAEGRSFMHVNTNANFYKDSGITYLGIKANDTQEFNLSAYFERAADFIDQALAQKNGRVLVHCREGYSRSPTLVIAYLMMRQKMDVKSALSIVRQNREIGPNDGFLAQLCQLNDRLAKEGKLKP
BioA inh – BioA (M. tuberculosis) enzyme inhibition. purified M. tuberculosis BioA enzyme, plate reader. inhibition, % at 9.99 µM. hit rate 0.096% among 360,000; in the data active = inhibition above about 40%; inconclusive = no clear call, values can overlap the other calls
MazEF act – activators of E. coli MazEF toxin-antitoxin RNase; AID 504720; activation, % at 20 µM; hit rate 0.32% among 350,000; P0AE70; FAM/BHQ RNA-DNA oligo cleavage fluorescence, 5 h; in the data active = activation above about 50%
Target sequence (P0AE70 whole entry, looked up): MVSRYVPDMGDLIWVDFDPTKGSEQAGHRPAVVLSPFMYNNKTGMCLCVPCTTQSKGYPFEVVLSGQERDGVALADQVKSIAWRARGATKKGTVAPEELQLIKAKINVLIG
GDH-TPI counter – GDH-TPI coupled enzyme inhibition counter-screen. GDH-TPI coupled enzyme counterscreen, NADH absorbance. inhibition, % at 4.8 µM. hit rate 1.2% among 360,000;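 also: 0% = DMSO wells and 100% = wells lacking the enzyme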
FadD28 FP inh – inhibitors of Mycobacterium tuberculosis FadD28 bisubstrate binding; hit rate 0.22% among 360,000; inhibition, % at 12.5 µM; FadD28 bisubstrate probe binding, fluorescence polarization; AID 588549; in the data active = inhibition above about 8.5%, passing the limit was not always enough; inconclusive = no clear call, values can overlap the other calls
* marks the source's active call; other numbers are inactive results; i = inactive; ? = inconclusive; / = no result given; + = active, no number. Rule as the data show it, unless noted: active = inhibition above about 30%; inactive = the rest.

Values in the order: Rv3671c inh, MazEF act, BoNT F protease, Mtb FBA inh, CCHFV vOTU inh, GDH-TPI counter, Mtb UGM inh, BioA inh, DUSP3 inh, FadD28 FP inh
O=C(COc1ccc(Cl)cc1Cl)Nc1ccc(CN2CCCCC2)cc1
  2, 6, -5, -2, 2, -3, 0.1, 1.2, 1, -5.5
Cc1noc(C)c1S(=O)(=O)N1CCCC(C(=O)N2CCc3ccccc3C2)C1 (stereo not drawn)
  -1, 2, -2, -1, 10, -1, -0.6, 11, 8, -2.3
C/C(=N\NC(=O)c1ccc(N(C)C)cc1)c1ccc(C)cc1C
  -1, 0, -4, -2, 9, 18, 1.2, /, -11, -2.0
CCC/C=C1/CCCOC(C(=O)NCc2ccc(C)o2)(C(F)(F)F)C1 (stereo not drawn)
  5, 2, -8, 5, 9, 8, -2.2, 5.1, /, -1.7
CN(Cc1ccccc1)C1CCN(Cc2ccccc2[N+](=O)[O-])CC1
  5, 5, 17, 1, -1, 5, 1.9, 1.4, 2, -2.9
COc1cc(OC)c(-c2c3cc(O)c(=O)cc-3oc3cc(O)c(O)cc23)cc1OC
  -452, i, 30, -8, 10, 10, -8.5, /, 7, 39*
O=C(c1ccc(-c2nc3ccccc3s2)s1)N1CCOCC1
  10, 12, /, /, 13, /, -0.3, /, 2, /
COC(OC)c1ccc(C#N)c(SCc2ccccc2)n1
  4, -12, -8, -1, -9, -1, 0.9, 0.9, 20, -2.1
O=S(=O)(c1ccc(F)cc1)N1CN2CCN(C2)C1
  -12, 3, ?, 30*, -10, 14, -1.4, -0.8, 32, -1.1
CN(C)c1ccc(Nc2nc(-c3cccnc3)cs2)cc1
  11, -5, -8, 1, 8, 12, -1.7, /, 15, -0.1
O=C(/C=C/c1ccccc1)Nc1cccc(C(=O)N2CCCC2)c1
  /, 2, 5, -2, -1, 5, /, 1.4, /, -1.1
CCCCCC(=O)Nc1c(-c2ccc(OC)cc2)c(=O)c2ccccc2n1C
  -4, 7, 5, 28*, -11, 21, -1.0, -1.4, 10, -3.5
CSc1ccc(S(=O)(=O)N(C)Cc2ccccc2)cc1
  4, -1, 6, 4, -3, -3, -1.2, /, 5, -0.4
c1cn(CC2(Cn3ccnc3)COC2)cn1
  1, 2, -4, 6, 11, 14, -1.6, -0.2, 14, -3.2
CCN(CC)C(=O)Cn1cc(C(=O)C(=O)NCc2cccs2)c2ccccc21
  4, -5, 0, 1, -14, 7, 1.4, /, 23, 0.4
CC1=CC(C)(C)NC(=S)N1c1ccc(Cl)cc1
  /, 11, 1, 4, 11, 12, /, -2.4, /, -1.0
O=[N+]([O-])c1cc(-c2nc(-c3ccncc3)no2)cc([N+](=O)[O-])c1
  -6, -1, 0, 1, 13, 3, -0.9, /, 8, -1.5
O=C(O)c1ccc(CSc2nnc(-c3ccco3)o2)cc1
  4, 10, -5, 1, 4, 9, 1.4, -1.0, -12, -2.2
CCOc1ccc(/C=N/NC(=O)c2nnn(-c3nonc3N)c2-c2cccs2)cc1
  -42, 12, 5, 1, 17, 11, -1.1, -2.6, 9, -0.6
COc1cccc(OC)c1C(=O)NNC(=O)c1cccnc1
  -11, -4, /, 1, 0, 2, -2.5, 0.9, 9, -1.7
Cc1ccc2nc(Nc3ccccc3)c(/C=N/O)c(=O)n2c1
  -15, 6, 12, -2, 12, 24, 3.5, 2.5, 48, -3.4
Cc1cc2occ(CC(=O)N(C)CC(=O)Nc3ccccc3C(F)(F)F)c2cc1C
  5, 3, /, -3, 15, -1, 0.5, -0.6, /, -1.5
Cc1onc(-c2c(F)cccc2Cl)c1C(=O)NCc1cccs1
  1, -2, 14, -2, -3, 0, -1.9, /, -4, -2.8
CC(=O)Oc1ccccc1C(=O)NC(C)CCc1ccccc1 (stereo not drawn)
  9, -2, /, 2, -14, 11, 4.0, -0.2, -11, 0.5
CCOc1cccc(CNCc2cccnc2)c1OCc1ccccc1
  10, 1, -6, -3, 15, -6, 1.7, /, 16, -4.0
O=C1CCCC(O)=C1N=Nc1ccc(Cl)c(Cl)c1
  6, 1, 1, -7, 10, 6, -0.6, -0.7, 11, -2.5
O=C(CC1C(=O)NCCN1Cc1cccc(F)c1)NCCCCCN1CCOCC1 (stereo not drawn)
  -5, -3, -1, -3, 4, 1, 0.9, -0.8, 9, -0.1
Cc1ccc(S(=O)(=O)N2CC(=O)Nc3ccccc32)c(C)c1NS(C)(=O)=O
  -1, 4, 20, 9, -16, 1, -1.0, 0.6, /, 1.0
COc1ccc(NC(=O)c2ccccc2N(Cc2ccccc2)S(C)(=O)=O)cc1OC
  3, 7, -6, 0, 11, 13, -1.2, -0.2, 26, -1.1
CC(C)(C)n1nnnc1C(c1cccs1)N1CCN(Cc2ccc3c(c2)OCO3)CC1 (stereo not drawn)
  -2, 15, -1, -8, -5, 2, -0.3, 1.0, 10, -2.6
Cc1cc(Cl)ccc1NNC(=O)c1cccs1
  -2, 1, ?, -7, -5, -2, 2.7, -0.3, 33, -0.2
Cc1nc2ccc3nc(NC(=O)c4ccc5c(c4)OCCO5)sc3c2s1
  -56, -38, 3, 24, -3, 12, 0.2, -1.5, 7, -1.9
CC1CCCCC1NC(=O)/C(C#N)=C/c1ccc2c(c1)OCCO2 (stereo not drawn)
  -11, 2, /, /, /, /, -0.9, /, -2, /
CC(C)Oc1ccc(N2CC(C(=O)Nc3ccccc3C(=O)NC3CC3)CC2=O)cc1 (stereo not drawn)
  2, -8, 10, 2, -3, 6, -1.5, /, /, 0.2
[O-]/C(=C(\C(=S)Nc1cccc2ccccc12)[n+]1ccccc1)c1ccc(Cl)s1
  -23, 8, -12, 6, 8, 17, 1.7, /, 6, -1.2
O=C(COc1ccccc1C(=O)NCc1ccncc1)Nc1ccc(Br)cc1
  -21, 10, -5, 1, 2, -4, 0.3, /, 39, -3.1
COC(=O)C1=C(c2ccc(OC)c(OC)c2)C[C@@H]2CC[C@H]1N2C(=O)NCCOc1ccccc1
  -3, 1, -3, 2, 4, 6, 1.4, -1.4, /, -1.1
CCOC(=O)C1(CCCc2ccccc2)CCN(C(=O)CCOC)CC1
  0, 0, 0, 2, 10, 7, 0.0, 0.5, 4, 0.6
Cc1cccc(SCC(=O)Nc2ccc3c(c2)OCCO3)c1
  -6, 5, 1, -2, 15, -9, 1.2, 0.1, 10, -3.0
NC(=O)CC(NC(=O)Cc1cccc2ccccc12)c1ccc(N2CCC(N3CCCC3)CC2)c([N+](=O)[O-])c1 (stereo not drawn)
  -7, 4, -11, 5, 6, 9, 1.8, -0.5, 24, -0.4
Cc1ccc(Cn2c(N3CCCCCC3)nc3c2c(=O)[nH]c(=O)n3C)cc1
  5, 3, -30, -2, 10, 6, 0.2, -0.5, 5, -1.8
COc1ccc(C(C)(C)C)cc1NC(=O)CCNC(=O)c1ccco1
  1, 13, -12, -1, -13, -3, 0.5, -0.9, 25, -1.0
CN(Cc1ccccc1)C(=O)c1cccc(NC(=O)Cc2cccc(NC(=O)C3CCN(C(=O)C4CCC4)CC3)c2)c1
  /, -7, 0, -2, -3, 2, /, -0.1, /, -3.4
O=C(NCCO)c1ccc(-c2cnc3cccnn23)cc1
  /, /, 1, +, -169, 11, /, 0.8, /, 0.5
CCC1(CC)NC(=O)N(CC(=O)OCc2nc3cc(C(=O)OC)ccc3c(=O)[nH]2)C1=O
  8, 15, -2, 2, 8, 12, -0.9, -0.8, /, -3.2
COc1ccc2c(c1OC)C(=O)O[C@@H]2[C@H]1c2c(cc3c(c2OC)OCO3)CCN1C
  3, -1, 1, -1, -4, -5, -0.1, 0.0, 0, -4.5
CN(C)c1ccc(NC(=S)NC23CC4CC(CC(C4)C2)C3)cc1
  2, -27, -5, -1, 2, 0, 0.7, -1.5, 20, 1.7
O=C1COc2ccc(S(=O)(=O)NCc3ccccc3)cc2N1
  10, 3, 9, -1, 10, 0, 1.9, -1.8, 2, 0.1
COc1c(OC2OC(C(=O)O)C(O)C(O)C2O)cc(O)c2c(=O)cc(-c3ccccc3)oc12 (stereo not drawn)
  -2, 6, -3, 3, 13, 17, -0.5, -1.8, 16, -2.5
CCCCC(=O)N(C)c1c(C)nc2ccc(C(=O)Nc3cccc(OC)c3)cn12
  /, /, -6, -4, 20, 6, /, 0.4, /, -2.0

Other structures:
Values in the order: Rv3671c inh, MazEF act, BoNT F protease, Mtb FBA inh, CCHFV vOTU inh, GDH-TPI counter, Mtb UGM inh, BioA inh, DUSP3 inh, FadD28 FP inh
NS(=O)(=O)c1ccc(CCNC(=O)c2cc(=O)[nH]c3ccccc23)cc1
  -2, 6, -2, 4, -4, 14, -1.5, -0.7, 7, -3.2
COc1ccc(-c2noc(CCC(=O)N3CCN(c4ccc(Br)cc4)CC3)n2)cc1
  /, -2, 4, -2, -3, 3, /, -0.9, /, -2.6
CCCN(C(=O)COc1ccc(Cl)cc1Cl)c1c(N)n(Cc2ccccc2)c(=O)[nH]c1=O
  -7, 0, 2, 5, -13, 1, -3.1, /, 11, -1.6
Cc1oc(-c2ccccc2F)nc1CS(=O)CC(=O)NCc1cccs1 (stereo not drawn)
  -14, 1, -7, -4, -7, 8, -3.2, -0.7, 44, -4.1
NC(=O)CS(=O)(=O)c1nc2ccccc2n1Cc1ccccn1
  1, -3, -6, 2, 5, -3, 1.4, /, -6, -1.2
CCOC(=O)Nc1ccc2c(COC(=O)CNS(=O)(=O)c3cccc(Br)c3)cc(=O)oc2c1
  -134, 5, -6, 155*, -40, 9, 2.8, -3.3, 0, -3.2
Cc1ccc(Nc2nc(N)nc(N)c2N=O)cc1C
  /, /, 4, 0, /, /, /, -1.8, /, -1.1
CN(C)c1ccnc(SCc2ccccc2Cl)c1C#N
  -17, -3, -10, -5, -1, 5, -0.9, -0.4, 8, -16
O=C(O)c1ccccc1N/C=C\[N+](=O)[O-]
  -1, -7, 12, 32*, -7, 7, 3.4, /, 10, 3.4
O=C(NC(=S)NCc1ccc2c(c1)OCO2)c1ccccc1
  -3, 0, -5, -2, -15, 11, /, 2.6, -2, -3.7
O=C1CC(c2ccccc2)CC(O)=C1C=NCc1ccccc1Cl (stereo not drawn)
  -6, -10, -11, -3, -11, -4, -1.6, 2.2, 24, -0.7
COc1ccccc1N1CCN(/N=C/c2ccc(OC)c(OC)c2OC)CC1
  3, 3, 2, -5, 9, 1, 2.8, 0.8, 28, -1.1
Cc1cc(Br)cc(Cl)c1OCC(=O)NC(=O)NCc1ccccc1
  -8, -8, 4, 3, -9, -2, 0.0, /, -1, -3.2
COc1cccc(CCNC(=O)C2CCC(=O)N(C3CC3)C2)c1OC (stereo not drawn)
  /, 9, 1, -1, 7, 5, /, -2.1, -6, -2.7
Cn1nccc1C(=O)Nc1sc2c(c1C(N)=O)CCCC2
  2, 6, -1, -2, 6, 21, -1.4, /, -4, 0.3
COc1ccc(N=C2SCC(=O)N2CCc2ccc(OC)c(OC)c2)cc1
  7, -1, 5, -1, 1, 12, 0.5, /, 23, 0.7
CCCCS(=O)(=O)N1CCCC(C(=O)N2CCOCC2)C1 (stereo not drawn)
  -1, 0, 3, -1, -2, 4, 0.5, -0.6, 6, -2.3
CC(C)Nc1nc(NC(C)C)nc(NS(=O)(=O)c2ccc(N)cc2)n1
  5, -1, 17, -1, 10, 4, 0.3, 1.0, -3, 0.0
COc1ccc(C(=O)NC(C)c2nnc(SCC(=O)NC3CCCC3)n2C)cc1 (stereo not drawn)
  -1, 6, -1, 1, -2, 5, 0.4, -0.3, 53*, /
COc1ccc(-c2cnc3c(NC=O)cc(-c4ccoc4)cn23)cc1OC
  /, /, -18, 1, -1, 12, /, 1.5, /, 1.5
CCN(CC(=O)NCc1cccs1)c1ccc(S(=O)(=O)N2CCN(C)CC2)cn1
  -14, 10, -2, 1, 4, -4, 3.3, -2.9, -12, -1.3
O=C(C1CCCO1)N1CCN(C(=S)Nc2ccccc2F)CC1 (stereo not drawn)
  2, 2, 0, 2, -18, 3, 1.6, /, -4, -0.9
CC(=O)N1CCN(c2cccc(C)c2C)CC1
  -5, 11, 6, 0, 3, 3, 3.4, 1.0, 10, -2.1
COc1ccc(NC(=O)Nc2cccc3c2O[C@H](CN(C)C(=O)Nc2c(C)noc2C)[C@@H](C)CN([C@H](C)CO)C3=O)cc1
  10, 12, -8, -3, -4, -9, -6.2, -1.1, /, -1.7
